Tau fluor cs: counter-screen for tau fibril formation inhibitors; tau K18 P301L (four-repeat tau fragment) Alexa594 fluorescence, heparin fibrillization; Potency, µM (top dose mostly 57.7 µM), for the others: at the top dose activity change, negative = decrease; hit rate 0.93% among 280,000; AID 1463; note: % is set by controls: 0 for no effect and ±100 for the full control effect; nearly all actives have a fitted effect of over 55% in size
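Human K18 P301L tau (15 uM unlabeled plus 0.24 uM Alexa 594-labeled, final) in 100 mM sodium acetate pH 7 was mixed with compound and 20 uM heparin and incubated 6 hr at 37 C.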
aGal spleen mod: inhibitors or activators of human alpha-galactosidase in spleen homogenate | human spleen homogenate, 4MU-alpha-Gal fluorescence, 40 min | hit rate 0.008% among 240,000 | Potency, µM (top dose mostly 80 µM), inactives show at the highest dose activity change, negative = inhibition, actives largely listed as inhibitors | AID 2107 | P06280;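 note: 0% = enzyme with vehicle and -100% = no enzyme basal signal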
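Human spleen homogenate (1 ug) as enzyme source, 4-methylumbelliferyl-alpha-D-galactopyranoside 1 mM final, citrate/phosphate pH 5.0 with 0.01% Tween-20. Compounds 40 min at 37C, NaOH/glycine stop; fluorescence Ex 365/Em 440, Hill-fit AC50.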
ALDH1A1 block: ALDH1A1 (human) enzyme inhibition | hit rate 7.3% among 220,000 | Potency, µM (titrated, usually from 75.3 µM), inactives show at the top dose activity, negative = inhibition, actives largely listed as inhibitors | Purified ALDH1A1, NADH fluorescence, propionaldehyde substrate | AID 1030; active = well fitted inhibition curve with a large enough effect, not every such curve was filed as active; inconclusive = small, poorly fitted or top-dose-only effect, or another doubt; inactive = no such curve, though single readings can be large or run the other way;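 note: plate controls were no enzyme wells and a reference inhibitor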
Target sequence (P00352 whole entry, looked up): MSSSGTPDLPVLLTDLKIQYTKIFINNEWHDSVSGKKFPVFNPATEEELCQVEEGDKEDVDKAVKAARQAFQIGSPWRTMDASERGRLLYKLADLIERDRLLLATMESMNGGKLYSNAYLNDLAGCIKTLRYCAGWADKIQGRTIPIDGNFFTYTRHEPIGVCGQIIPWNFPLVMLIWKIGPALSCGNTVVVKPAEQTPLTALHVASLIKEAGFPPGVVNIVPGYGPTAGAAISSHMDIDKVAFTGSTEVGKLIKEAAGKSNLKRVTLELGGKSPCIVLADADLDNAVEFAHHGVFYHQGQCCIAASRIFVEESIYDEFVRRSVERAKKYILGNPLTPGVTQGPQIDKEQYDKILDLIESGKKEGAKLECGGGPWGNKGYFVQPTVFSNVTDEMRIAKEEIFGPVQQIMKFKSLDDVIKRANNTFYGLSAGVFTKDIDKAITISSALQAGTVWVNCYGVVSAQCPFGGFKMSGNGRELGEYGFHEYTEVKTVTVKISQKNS
GAA glycogen mod: inhibitors or activators of human alpha-glucosidase glycogen cleavage. P10253. recombinant GAA, glycogen substrate, Amplex Red glucose oxidase fluorescence. Potency, µM (doses to about 76.4 µM), for inactives: top-dose activity change, negative = inhibition, actives largely listed as inhibitors. hit rate 0.38% among 300,000. AID 2100;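 note: 0% = full enzyme reaction and -100% = no-enzyme basal signal; the screen sought inhibitors and activators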
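Recombinant human enzyme (4 nM); glycogen substrate; 37 C, 40 min, pH 5.0. Readout: coupled glucose oxidase/Amplex Red fluorescence.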
NPSR antagonist: neuropeptide S receptor (human) antagonism, cAMP; hit rate 1% among 220,000; Potency, µM (doses to about 38.3 µM), for the others: top-dose activity change, negative = inhibition, actives largely listed as inhibitors; CHO-NPSR cells, cAMP TR-FRET, antagonist mode; Q6W5P4; note: % is set by controls: 0 for no effect and ±100 for the full control effect; nearly all actives have a fitted effect of over 50% in size; many of its hits are not listed in these tables
Target sequence (Q6W5P4 whole entry, looked up): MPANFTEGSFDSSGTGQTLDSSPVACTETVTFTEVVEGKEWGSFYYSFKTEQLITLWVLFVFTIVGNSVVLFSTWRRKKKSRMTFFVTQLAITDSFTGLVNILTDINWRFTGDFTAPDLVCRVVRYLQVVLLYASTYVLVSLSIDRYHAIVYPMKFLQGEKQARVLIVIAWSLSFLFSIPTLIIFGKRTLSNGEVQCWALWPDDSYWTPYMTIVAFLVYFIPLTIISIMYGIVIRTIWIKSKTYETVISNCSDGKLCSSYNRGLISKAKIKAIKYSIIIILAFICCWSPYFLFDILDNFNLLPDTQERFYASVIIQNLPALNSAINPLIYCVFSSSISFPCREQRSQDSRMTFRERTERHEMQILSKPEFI
Epigenetic reg: regulators of epigenetic silencing causing reporter derepression in mouse cells; hit rate 0.2% among 280,000; Potency, µM (highest dose often 53.9 µM), without a hit: at the highest dose GFP activation, actives largely listed as activators; murine LDR cells, GFP reporter derepression, 30 h; note: % of control where 0% means no effect; nearly all actives have a fitted effect of over 60% in size
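GFP-positive cell count by laser-scanning cytometry (objects 20–120 um) after 30 h, 37 C compound exposure of murine LDR cells; reporter is CMV-GFP integrated at a silenced locus, inducible by HDAC or DNMT inhibitors.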
GAA inh: inhibitors of human lysosomal alpha-glucosidase | P10253 | purified human GAA, 4-MU-alpha-glucoside fluorescence | Potency, µM (doses to about 76.9 µM), for the others: at the highest dose activity change, negative = inhibition, hits mostly inhibitors | hit rate 0.005% among 200,000 | AID 1466;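 note: plate controls were uninhibited enzyme wells for no effect and no-enzyme background for full effect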
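Enzyme (4 nM final) mixed with compound (up to 77 uM), then 4-MU-alpha-D-pyranoside (400 uM final) added; 20 min at room temperature, pH 5.0. Reaction stopped at pH 10, fluorescence read, AC50 derived by Hill fit.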
GAA spleen mod: lysosomal alpha-glucosidase (human) modulation; human spleen homogenate, 4-MU-alpha-glucoside fluorescence; Potency, µM (titrated, usually from 79.9 µM), for inactives: at the highest dose activity change, negative = inhibition, usual class: inhibitors; hit rate 0.006% among 240,000;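 note: 0% = enzyme with vehicle and -100% = no enzyme basal signal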
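AC50 values come from Hill-equation fits of concentration-response data, normalized to no-enzyme and full-activity controls. Enzyme source: 1 ug human spleen homogenate; 1 mM fluorogenic 4-MU glucoside, pH 5.0 citrate buffer, 37 C, 40 min.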
An asterisk follows results filed as active; [ ] = dose if it differs, or a comment. Unless noted, calls come from the whole dose curve; as a rule, active = well fitted curve in the direction sought with a large enough effect; inconclusive = small, poorly fitted or top-dose-only effect, or another doubt; inactive = no such curve, though single readings can be large; an effect the other way counts as inactive or inconclusive. Potency is the fitted concentration of half-maximal effect. Some of the compounds tested. The share of hits here may be higher or lower than overall.

Screening Cc1ccc(C(C(=O)NC(C)(C)C)N(CCCN2CCOCC2)C(=O)c2ccc(-c3ccccc3)[nH]2)o1 (stereo unspecified) returned Tau fluor cs 11%, aGal spleen mod 3%, ALDH1A1 block 2%, GAA glycogen mod -2%, NPSR antagonist -2%, Epigenetic reg -0.1%, GAA inh inconclusive and GAA spleen mod 3%.
Cc1cc(C)nc(N/N=C/C=C/c2ccccc2)n1 was read as Tau fluor cs 0%, aGal spleen mod -1%, ALDH1A1 block -13%, GAA glycogen mod -3%, NPSR antagonist -38%, Epigenetic reg -14%, GAA inh -3% and GAA spleen mod 1%.
Screening Cc1ccc(S(=O)(=O)Cc2ccc(C(=O)N3CCCC3)o2)cc1 returned Tau fluor cs -3%, aGal spleen mod 0%, ALDH1A1 block -13%, GAA glycogen mod 8%, NPSR antagonist -8%[46.1 µM], Epigenetic reg inconclusive, GAA inh -5% and GAA spleen mod -11%.
For CC(C)(C)NC(=O)C(Cc1ccccc1)NS(=O)(=O)c1ccc2c(c1)CCC(=O)N2 (stereo unspecified) the results were Tau fluor cs -10%, aGal spleen mod -3%, ALDH1A1 block 4%, GAA glycogen mod 0%, NPSR antagonist -10%[46.1 µM], Epigenetic reg -1.2%, GAA inh -2% and GAA spleen mod 1%.
Screening Cc1cc(=O)[nH]c2c1cnn2Cc1ccccc1 returned Tau fluor cs 0%, aGal spleen mod 5%, ALDH1A1 block 9%, GAA glycogen mod 3%, NPSR antagonist -7%[46.1 µM], Epigenetic reg 0.0%, GAA inh -8% and GAA spleen mod 1%.
`COc1ccccc1N1CCN(C(=O)C2CC=CCC2C(=O)O)CC1` (stereo unspecified) gave Tau fluor cs 5%, aGal spleen mod 5%, ALDH1A1 block inconclusive, GAA glycogen mod 5%, NPSR antagonist -4%[46.1 µM], Epigenetic reg 0.0%, GAA inh -15% and GAA spleen mod -3%.
C#CCSc1nc2[nH]ncc2c(=O)[nH]1 was read as Tau fluor cs 7%, aGal spleen mod -4%, ALDH1A1 block inconclusive, GAA glycogen mod -1%, NPSR antagonist 4%, Epigenetic reg 0.0%, GAA inh -13% and GAA spleen mod -6%.
For Cc1ccc(CC(=O)Nc2ccccc2-c2ccccc2)cc1C the results were Tau fluor cs 7%, aGal spleen mod -10%, ALDH1A1 block 4%, GAA glycogen mod 3%, NPSR antagonist -42%, Epigenetic reg 0.0%, GAA inh inconclusive and GAA spleen mod -4%.
Cc1ccc(-c2csc(NC(=S)NC(=O)/C=C/c3ccco3)n2)cc1 was read as Tau fluor cs -22%, aGal spleen mod 1%, ALDH1A1 block 2%, GAA glycogen mod 6%, NPSR antagonist 10µM*, Epigenetic reg -0.1%, GAA inh -5% and GAA spleen mod -7%.
`CCOC(=O)C1CCCN(C(c2ccccn2)c2c(C)[nH]c3ccccc23)C1` (stereo unspecified) gave Tau fluor cs inconclusive, aGal spleen mod -7%, ALDH1A1 block inconclusive, GAA glycogen mod 9%, NPSR antagonist -21%, Epigenetic reg 3.2% and GAA inh 1%.
`O=C(Nc1cccnc1N1CCOCC1)c1cccs1` gave Tau fluor cs -14%, aGal spleen mod 0%, GAA glycogen mod 6%, NPSR antagonist -9%[7.67 µM], Epigenetic reg 0.0% and GAA spleen mod 7%.
`Cc1ccc(NC(=O)c2cccc(C(=O)OC(C)C)n2)c(Br)c1` gave Tau fluor cs -26%, aGal spleen mod 4%, ALDH1A1 block -8%, GAA glycogen mod -10%, NPSR antagonist -37%, Epigenetic reg 8.0%, GAA inh -1% and GAA spleen mod -3%.
`CC(=O)N1CCc2cc(S(=O)(=O)CCC(=O)Nc3ccc4c(c3)OCCO4)ccc21` gave Tau fluor cs 4%, aGal spleen mod 5%, ALDH1A1 block -7%, GAA glycogen mod -3%, NPSR antagonist 2%[46.1 µM], Epigenetic reg -0.2%, GAA inh 5% and GAA spleen mod -8%.
For CCN1C(=O)[C@H]2[C@H]3[C@H](O)[C@H](O)C/C(=N/OC/C=C(\C)CCC=C(C)C)[C@H]3CC[C@@H]2C1=O the results were Tau fluor cs -3%[11.6 µM], aGal spleen mod -3%[17.5 µM], ALDH1A1 block 1%[13.5 µM], Epigenetic reg 0.0%[10.1 µM] and GAA spleen mod -4%[17.4 µM].
O=C(Nc1nncs1)C(Sc1ccccc1)c1ccccc1 (stereo unspecified) was read as Tau fluor cs -19%, aGal spleen mod -6%, ALDH1A1 block -4%, GAA glycogen mod 9%, NPSR antagonist 2%, Epigenetic reg 0.9%, GAA inh -4% and GAA spleen mod 2%.
`COC(=O)c1nn(-c2ccc(OC)cc2)c(=O)cc1Oc1ccccc1` gave Tau fluor cs -2%, aGal spleen mod 6%, ALDH1A1 block -4%, GAA glycogen mod 1%, NPSR antagonist -5%[46.1 µM], Epigenetic reg -1.2%, GAA inh 1% and GAA spleen mod -8%.
CCOc1cc(C2NC(=O)NC(C)=C2C(=O)OCc2ccccc2)ccc1O (stereo unspecified) was read as Tau fluor cs -18%, aGal spleen mod 1%, ALDH1A1 block 15%, GAA glycogen mod inconclusive, NPSR antagonist -1%[7.67 µM], Epigenetic reg 3.9%, GAA inh 4% and GAA spleen mod -4%.
Screening CCOc1ccc(N(CC(=O)Nc2ccc(F)c(F)c2)S(=O)(=O)c2c(C)noc2C)cc1 returned Tau fluor cs -25%, aGal spleen mod 1%, ALDH1A1 block 6%, GAA glycogen mod 10%, NPSR antagonist -24%, Epigenetic reg -1.0%, GAA inh 1% and GAA spleen mod -9%.
Screening CCc1ccc(N(C(=O)c2snc(C(N)=O)c2N)C(C(=O)NCCC(C)C)c2c[nH]c3ccccc23)cc1 (stereo unspecified) returned Tau fluor cs -15%, aGal spleen mod 9%, ALDH1A1 block -4%, GAA glycogen mod 4%, NPSR antagonist -18%[46.1 µM], Epigenetic reg -1.1%, GAA inh -2% and GAA spleen mod 5%.
CCCc1nc2oc3c(NCCN(C)C)ncnc3c2c2c1CCCC2 was read as Tau fluor cs 0%, aGal spleen mod 7%, ALDH1A1 block inconclusive, GAA glycogen mod -5%, NPSR antagonist -2%[46.1 µM], Epigenetic reg -0.4%, GAA inh -11% and GAA spleen mod -2%.
Screening Cc1ccc(NC(=O)CSc2nnc(Cc3ccccc3)o2)cc1 returned Tau fluor cs -5%, aGal spleen mod 0%, ALDH1A1 block inconclusive, GAA glycogen mod 3%, NPSR antagonist 2%, Epigenetic reg -1.9% and GAA inh 1%.
CC(=O)Cc1nsc(NC(=O)c2ccc(Cl)cc2Cl)n1 was read as Tau fluor cs 3%, aGal spleen mod -15%, ALDH1A1 block 1%, GAA glycogen mod -6%, NPSR antagonist -13%, Epigenetic reg 0.2%, GAA inh 6% and GAA spleen mod 2%.
`CCOC(=O)C1CCCN(C(=O)c2cc(Cl)ccc2Cl)C1` (stereo unspecified) gave Tau fluor cs 2%, aGal spleen mod 1%, ALDH1A1 block 4%, GAA glycogen mod 1%, NPSR antagonist -7%[46.1 µM], Epigenetic reg -0.7%, GAA inh 13% and GAA spleen mod -1%.
Cc1ccc2c(c1)C(c1ccccc1)N(C(=O)C(C)C)CC(=O)N2 (stereo unspecified) was read as Tau fluor cs 2%, aGal spleen mod 2%, ALDH1A1 block 8%, GAA glycogen mod 5%, NPSR antagonist -10%[46.1 µM], Epigenetic reg 0.0%, GAA inh 0% and GAA spleen mod 3%.
For CCOC(=O)C1(CCCc2ccccc2)CCN(Cc2ccn[nH]2)CC1 the results were Tau fluor cs -9%, aGal spleen mod -3%, ALDH1A1 block inconclusive, GAA glycogen mod 4%, NPSR antagonist -25%, Epigenetic reg -0.1% and GAA spleen mod -17%.
For Cc1ccc(-c2csc(NC(=O)c3cccc(N4C(=O)CCC4=O)c3)n2)o1 the results were Tau fluor cs -13%, aGal spleen mod -6%, ALDH1A1 block 3.5µM*, GAA glycogen mod 1%, NPSR antagonist 3%[46.1 µM], Epigenetic reg -1.0%, GAA inh inconclusive and GAA spleen mod -3%.
Screening COc1ccc(-n2cc(-c3ccccc3)c3c(NN4CCOCC4)ncnc32)cc1 returned Tau fluor cs -7%, aGal spleen mod 0%, ALDH1A1 block -14%, GAA glycogen mod inconclusive, NPSR antagonist -41%, Epigenetic reg 1.9%, GAA inh -4% and GAA spleen mod -2%.
`CCn1ncc(C2=NOC(C(=O)NCCc3ccccc3)C2)c1C` (stereo unspecified) gave Tau fluor cs -5%, aGal spleen mod 0%, ALDH1A1 block 0%, GAA glycogen mod -6%, NPSR antagonist -8%[46.1 µM], Epigenetic reg -0.3%, GAA inh -1% and GAA spleen mod -1%.
For C=CCc1ccccc1OCCSc1nc2ccc([N+](=O)[O-])cc2s1 the results were Tau fluor cs inconclusive, aGal spleen mod 3%, ALDH1A1 block inconclusive, GAA glycogen mod 4%, NPSR antagonist -10%, Epigenetic reg -3.2%, GAA inh -7% and GAA spleen mod -1%.
`Cc1ccc2[nH]c3c(c2c1)CN(C(=O)CN1CC(C)OC(C)C1)CC3` (stereo unspecified) gave Tau fluor cs -16%, aGal spleen mod 5%, ALDH1A1 block 11µM*, GAA glycogen mod 7%, NPSR antagonist -1%[46.1 µM], Epigenetic reg 2.7%, GAA inh -7% and GAA spleen mod -1%.
Screening Nc1n[nH]c(=S)n1/N=C1/C(=O)Nc2ccccc21 returned Tau fluor cs -25%, aGal spleen mod -1%, ALDH1A1 block 7.9µM*, GAA glycogen mod inconclusive, NPSR antagonist -13%, Epigenetic reg -2.9%, GAA inh -13% and GAA spleen mod -18%.

Nothing new here: 3 of the compounds above.
For C=CCc1ccccc1OCCSc1nc2ccc([N+](=O)[O-])cc2s1 the results were Tau fluor cs inconclusive, aGal spleen mod 3%, ALDH1A1 block inconclusive, GAA glycogen mod 4%, NPSR antagonist -10%, Epigenetic reg -3.2%, GAA inh -7% and GAA spleen mod -1%.
`Cc1ccc2[nH]c3c(c2c1)CN(C(=O)CN1CC(C)OC(C)C1)CC3` (stereo unspecified) gave Tau fluor cs -16%, aGal spleen mod 5%, ALDH1A1 block 11µM*, GAA glycogen mod 7%, NPSR antagonist -1%[46.1 µM], Epigenetic reg 2.7%, GAA inh -7% and GAA spleen mod -1%.
Screening Nc1n[nH]c(=S)n1/N=C1/C(=O)Nc2ccccc21 returned Tau fluor cs -25%, aGal spleen mod -1%, ALDH1A1 block 7.9µM*, GAA glycogen mod inconclusive, NPSR antagonist -13%, Epigenetic reg -2.9%, GAA inh -13% and GAA spleen mod -18%.

Screens as filed in PubChem BioAssay.
